Source: PubChem BioAssay
G9a inh: inhibitors of human histone lysine methyltransferase G9a; G9a H3K9 monomethylation, AlphaScreen, 2 h; Potency, µM (top dose mostly 102 µM), for inactives: top-dose activity, negative = inhibition, most hits filed as inhibitors; 350,000 compounds, 8.8% hits; further: potency means the concentration at half of the fitted maximal effect; on the % scale 0 is the no-effect control and ±100 the full control effect; nearly all actives have a fitted effect of over 75% in size
Target sequence (Q96KQ7 913-1193 limits assumed): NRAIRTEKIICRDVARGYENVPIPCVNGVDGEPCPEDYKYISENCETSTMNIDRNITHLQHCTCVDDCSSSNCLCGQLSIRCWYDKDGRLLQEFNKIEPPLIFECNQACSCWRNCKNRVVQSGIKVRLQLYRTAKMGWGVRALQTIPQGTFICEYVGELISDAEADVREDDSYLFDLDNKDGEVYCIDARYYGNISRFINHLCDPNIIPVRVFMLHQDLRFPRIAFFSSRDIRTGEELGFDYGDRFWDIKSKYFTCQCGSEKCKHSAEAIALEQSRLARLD
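G9a (20 nM) was preincubated 15 min with compound, then reacted 2 h at room temperature with 500 nM biotin-H3K9 peptide and 20 µM SAM. Monomethyl-H3K9 detected by AlphaScreen using anti-H3K9me1 antibody.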
Pin1 inhibitor: blocks the human prolyl isomerase Pin1 | Q13526 | Pin1 FP peptide displacement, HiFluor488, 10 min | Potency, µM (series often up to 115 µM), inactives show at the highest dose activity, negative = inhibition, actives largely listed as inhibitors | 390,000 compounds, 0.009% hits | AID 504891; active means well fitted inhibition curve with a large enough effect in the polarisation, with a control signal flat, not every such curve was filed as active; inconclusive means small, poorly fitted or top-dose-only effect, or effect the other way, or a change in a side signal; inactive means no such curve, though single readings can be large or run the other way; the % refers to the polarisation; further: potency means the concentration at half of the fitted maximal effect; on the % scale 0 is the no-effect control and ±100 the full control effect
Target sequence (Q13526 whole entry, looked up): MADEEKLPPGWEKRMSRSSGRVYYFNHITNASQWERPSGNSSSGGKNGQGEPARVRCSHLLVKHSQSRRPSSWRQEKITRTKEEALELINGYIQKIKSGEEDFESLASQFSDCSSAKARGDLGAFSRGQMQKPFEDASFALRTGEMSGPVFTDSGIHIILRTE
GLS inhibitor: inhibitors of human glutaminase (GLS); O94925; GLS enzymatic activity, qHTS titration; Potency, µM (top dose mostly 45.5 µM), without a hit: at the highest dose activity change, negative = inhibition, actives largely listed as inhibitors; 410,000 compounds, 0.21% hits; further: potency means the concentration at half of the fitted maximal effect; on the % scale 0 is the no-effect control and ±100 the full control effect
Target sequence (O94925 whole entry, looked up): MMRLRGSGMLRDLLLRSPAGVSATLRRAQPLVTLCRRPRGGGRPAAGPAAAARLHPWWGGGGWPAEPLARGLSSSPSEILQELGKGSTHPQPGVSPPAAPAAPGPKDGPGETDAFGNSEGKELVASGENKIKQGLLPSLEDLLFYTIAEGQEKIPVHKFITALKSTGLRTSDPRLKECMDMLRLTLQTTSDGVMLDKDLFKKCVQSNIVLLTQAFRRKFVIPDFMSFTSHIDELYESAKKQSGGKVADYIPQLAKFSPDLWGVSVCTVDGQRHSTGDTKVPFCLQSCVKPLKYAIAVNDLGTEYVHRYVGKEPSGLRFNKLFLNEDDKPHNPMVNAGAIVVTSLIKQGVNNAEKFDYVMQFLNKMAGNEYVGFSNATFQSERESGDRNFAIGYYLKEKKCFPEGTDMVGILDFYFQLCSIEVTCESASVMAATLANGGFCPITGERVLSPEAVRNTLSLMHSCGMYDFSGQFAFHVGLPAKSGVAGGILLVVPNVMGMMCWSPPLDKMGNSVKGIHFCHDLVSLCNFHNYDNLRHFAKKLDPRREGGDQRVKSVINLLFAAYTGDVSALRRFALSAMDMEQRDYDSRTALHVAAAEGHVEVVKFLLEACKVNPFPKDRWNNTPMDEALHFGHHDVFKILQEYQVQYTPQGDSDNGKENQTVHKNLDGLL
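Compounds were pin-transferred onto hKGA, after which L-glutamine (1 mM solution) and a detection mix of glutamate oxidase, HRP and Amplex Red were added. Initial and 30 min RT fluorescence reads were collected.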
HP1b chromo inh: inhibitors of HP1-beta chromodomain binding to methylated histone tails; P83916; Potency, µM (series often up to 114 µM), for the others: top-dose activity change, negative = inhibition, most hits filed as inhibitors; AlphaScreen HP1-beta / biotin-H3K9me3 peptide binding; 390,000 compounds, 0.56% hits; further: potency means the concentration at half of the fitted maximal effect; nearly all actives have a fitted effect of over 70% in size; inactives centre near 23
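Compound inhibition of the preformed complex between 50 nM HP1-beta and 50 nM biotinylated H3K9me3 peptide was read by AlphaScreen. Buffer was PBS pH 7.4 with 0.01% Tween-20. Incubations ran 30 min at room temperature, with 10 ug/mL donor/acceptor beads.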
PI4K2A block: PI4K2A (human) kinase inhibition. purified PI4K2A, ADP-Glo luminescence, 1 h; hits give low values. activity change, negative = inhibition, % at 76.9 µM. 420,000 compounds, 0.13% hits; in the data active means activity change below about -50%; inconclusive means mostly about -30% to -49%;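 further: -100% = wells without enzyme as full effect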
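ADP-Glo luminescence measured ADP generated by PI4K2A enzyme (4 ug/mL before mixing) with 1.2 mM PI substrate (pre-mix) and 300 microM ATP (pre-mix). Tris pH7.5 buffer with MgCl2, Triton X-100; 1 h reaction at ambient temperature.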
Tb PGK inh: inhibitors of T. brucei phosphoglycerate kinase; 380,000 compounds, 0.043% hits; PGK/GAPDH coupled, Kinase-Glo luminescence, 60 min; P07378; Potency, µM (top dose mostly 57.5 µM), inactives show top-dose activity change, negative = inhibition, hits mostly inhibitors; AID 602233; further: potency means the concentration at half of the fitted maximal effect; on the % scale 0 is the no-effect control and ±100 the full control effect; nearly all actives have a fitted effect of over 60% in size
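Luminescent ATP detection (Kinase-Glo Plus) follows a 60-minute room-temperature incubation, with wells lacking PGK as controls. Buffer: 100 mM TEA (pH 7.6), 5 mM MgCl2, 0.01% Tween-20. Coupling enzyme GAPDH (100 nM final) supplies unstable 1,3-BPG in-well.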
BAZ2B block: inhibitors of human BAZ2B bromodomain; Potency, µM (highest dose often 114 µM), without a hit: at the highest dose activity change, negative = inhibition, most hits filed as inhibitors; 360,000 compounds, 4.4% hits; AlphaScreen BAZ2B-H3K14Ac peptide displacement; Q9UIF8; further: potency means the concentration at half of the fitted maximal effect; on the % scale 0 is the no-effect control and ±100 the full control effect; nearly all actives have a fitted effect of over 60% in size
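In this displacement format the biotinylated H3(5-23) peptide acetylated at Lys14 serves as ligand at 50 nM, with BAZ2B at 50 nM in PBS pH 7.4 containing 0.01% Tween-20. Donor and acceptor beads are 10 ug/mL final.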
JMJD2A Tudor: blocks the human JMJD2A Tudor domain; Potency, µM (highest dose often 114 µM), without a hit: top-dose activity change, negative = inhibition, usual class: inhibitors; AlphaScreen JMJD2A-Tudor / H3K4me3 peptide binding; O75164; 390,000 compounds, 4.4% hits; further: potency means the concentration at half of the fitted maximal effect; on the % scale 0 is the no-effect control and ±100 the full control effect; nearly all actives have a fitted effect of over 50% in size
POLH inh: DNA polymerase eta (human) inhibition. recombinant Pol eta, fluorescent DNA replication assay. Q9Y253. Potency, µM (titrated, usually from 114 µM), for inactives: top-dose activity change, negative = inhibition, hits mostly inhibitors. 390,000 compounds, 1.2% hits; further: potency means the concentration at half of the fitted maximal effect; on the % scale 0 is the no-effect control and ±100 the full control effect
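Fluorescent replication assay: 50 nM final substrate added after a 15 min room-temperature compound preincubation with 10 nM enzyme. Signal taken at 0 min and again at 10 min.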
* = called active by the depositor; i = inactive; ? = inconclusive; · = not tested or not shown; & = joins results of further samples; [ ] = another dose, or the depositor's remark. Unless noted, the call rests on the fitted dose curve; in most records, active means well fitted curve in the direction sought with a large enough effect; inconclusive means small, poorly fitted or top-dose-only effect, or another doubt; inactive means no such curve, though single readings can be large; an effect the other way counts as inactive or inconclusive.

Structure,G9a inh,Pin1 inhibitor,GLS inhibitor,HP1b chromo inh,PI4K2A block,Tb PGK inh,BAZ2B block,JMJD2A Tudor,POLH inh
Oc1ccc2ccccc2c1C=Nc1ccc(Cl)cn1,1.8µM*,0%,4%,-20%,-2,-4%,-10%,25µM*,-13%
CCc1cccc(C)c1NC(=O)COC(=O)c1ccc2c(c1)S(=O)(=O)c1ccccc1C2=O,?,3%,13%,-10%,1,-4%,-28%,-12%,1%
COc1ccccc1NC(=O)c1ccc(NC(=O)COC(=O)C2CCCCC2)cc1,26%[59 µM],10%,-1%,25%,4,4%,-9%,-12%,-24%
Cc1cnc(NC(=O)c2ccc3c(c2)C(=O)N(Cc2ccco2)C3=O)s1,4%[12.7 µM],7%,8%,39%,-15,-7%,0%,-21%,-1%
O=C1CCN(CCc2ccccc2)CCN1CCO,-43%,-2%,0%,27%,-2,10%,-23%,-8%,-25%
Cc1ccc(NC(=O)C2CC(=O)N(c3ccccc3Cl)C2)cc1S(=O)(=O)N1CCOCC1 (stereo not given),·,-1%,5%,28%,-5,-2%,·,-4%,-15%
Cc1cccc(NC(=S)N/C(=N/S(=O)(=O)c2ccccc2)c2ccccc2)c1,?,?,17%&20%,-17%&-26%,3&-3,4%&7%,-21%,-18%&-23%,-9%&-8%
O=C(COc1ccc(Br)cc1)OCc1nnc(-c2ccccc2)o1,32%[59 µM],-1%,3%,118%[activator],-1,-5%,66%[activator],4%[57.1 µM],-10%
COCCN(C(=O)CCC(=O)Nc1nccs1)C(C(=O)NCCC(C)C)c1ccc(F)cc1 (stereo not given),1%,-8%,5%,14%,-6,-11%,3%,-13%,-13%
COc1ccc(CNC(=O)C2CC(c3cccc([N+](=O)[O-])c3)=NO2)cc1 (stereo not given),-3%,3%,0%,36%,-2,1%,2%,-11%,-4%

Rewritten as labelled records: 4 of the compounds above.
Oc1ccc2ccccc2c1C=Nc1ccc(Cl)cn1
  G9a inh: 1.8µM*; Pin1 inhibitor: 0%; GLS inhibitor: 4%; HP1b chromo inh: -20%; PI4K2A block: -2; Tb PGK inh: -4%; BAZ2B block: -10%; JMJD2A Tudor: 25µM*; POLH inh: -13%

Cc1cnc(NC(=O)c2ccc3c(c2)C(=O)N(Cc2ccco2)C3=O)s1
  G9a inh: 4%[12.7 µM]; Pin1 inhibitor: 7%; GLS inhibitor: 8%; HP1b chromo inh: 39%; PI4K2A block: -15; Tb PGK inh: -7%; BAZ2B block: 0%; JMJD2A Tudor: -21%; POLH inh: -1%

Cc1cccc(NC(=S)N/C(=N/S(=O)(=O)c2ccccc2)c2ccccc2)c1
  G9a inh: ?; Pin1 inhibitor: ?; GLS inhibitor: 17%&20%; HP1b chromo inh: -17%&-26%; PI4K2A block: 3&-3; Tb PGK inh: 4%&7%; BAZ2B block: -21%; JMJD2A Tudor: -18%&-23%; POLH inh: -9%&-8%

COCCN(C(=O)CCC(=O)Nc1nccs1)C(C(=O)NCCC(C)C)c1ccc(F)cc1 (stereo not given)
  G9a inh: 1%; Pin1 inhibitor: -8%; GLS inhibitor: 5%; HP1b chromo inh: 14%; PI4K2A block: -6; Tb PGK inh: -11%; BAZ2B block: 3%; JMJD2A Tudor: -13%; POLH inh: -13%

Continued.
Structure,G9a inh,Pin1 inhibitor,GLS inhibitor,HP1b chromo inh,PI4K2A block,Tb PGK inh,BAZ2B block,JMJD2A Tudor,POLH inh
Cn1c(=O)c2c(nc(SCCCO)n2Cc2ccccc2Cl)n(C)c1=O,10%[59 µM],3%,-1%,18%,-3,-6%,4%,?,5%
Cc1ccc(C(O)(CCN2CCCCC2)c2ccccc2)cc1 (stereo not given),12%,1%,-1%,28%,2,-1%,-2%,-4%,-2%
O=C(CCN1C(=O)S/C(=C/c2ccccc2)C1=O)Nc1ccc(O)c(C(=O)O)c1,4%[0.0925 µM],-4%,-2%,10%,-12,-1%,-15%,-8%,?
O=c1c(Cc2ccc(F)cc2)c(O)ccn1Cc1ccco1,-7%,-9%,-3%,52%[activator],7,-4%,-15%,-1%,-21%
O=C1c2ccccc2C(=O)N1CCOc1ccccc1Cl,83%[activator],?,-20%,55%[activator],0,-4%,-17%,53%[activator],-9%
O=C(NCCCN1CCOCC1)C(=O)N/N=C/c1c2ccccc2cc2ccccc12,20%,?,-11%,29%,4,-12%,-6%,-19%,-8%
CC1(C)CC(=O)C(Sc2ccc(Br)cc2)=C(O)C1,-18%,-3%,-3%,31%,-1,2%,-18%,6%,-29%
Cc1ccc(S(=O)(=O)N2CCC(C(=O)N[C@@H](C)C(=O)Nc3ccc4c(c3)OCO4)CC2)cc1,10%,0%,1%,10%,-5,-3%,31%[activator],-17%,4%
O=C(O)CCCC(=O)Nc1ccccc1SCCS(=O)(=O)c1ccc(Cl)cc1,-33%,3%,6%,29%,8,-3%,-2%,-17%,0%
COC(=O)C1N[C@@H]([C@@H](NC(=O)COc2ccccc2)C(=O)NCc2ccc(OC)cc2)SC1(C)C (stereo not given in full),·,-9%,2%,32%,-1,1%,·,-9%,-6%
Cc1cc(C)c(NC(=S)NCCO)c(C)c1,17%[59 µM],-2%,-4%,58%[activator],9,-7%,1%,13%,-14%
O=C(Cn1cc([N+](=O)[O-])cn1)Nc1ccn(Cc2c(F)c(F)c(F)c(F)c2F)n1,13%,-1%,-5%,31%,1,i,6%,-14%,-10%
COc1ccc(C(C(=O)NC2CCCCC2)N(C(=O)c2ccccn2)c2cccnc2)c(OC)c1 (stereo not given),10%[59 µM],2%,9%,-9%,2,i,7%,-12%,1%
CC(=O)c1ccc(NC(=O)Nc2cccc(Cl)c2)cc1,7%[59 µM],-10%,-8%,48%[activator],-8,-9%,7%,7%,-8%
O=C(C(Cc1ccccc1)n1cccc1)N1CCc2ccccc21 (stereo not given),-5%[59 µM],1%,0%,2%,1,i,-8%,-26%,-14%
COc1cc(C2c3c(oc4cc(C)c(C)cc4c3=O)C(=O)N2c2cc(C)ccn2)ccc1O (stereo not given),5%[59 µM],-3%,6%,23%,-8,-4%,9%,-15%,-5%
COc1ccc(Cc2n[nH]c(=S)n2NC(=O)Nc2ccc(Cl)c(Cl)c2)cc1,?,1%,-23%,43%[activator],3,i,-17%,-26%,1%
CC(=O)N1CCCc2cc(S(=O)(=O)N(Cc3ccccc3)C(C)C)ccc21,20%[59 µM],-1%,1%,29%[57 µM],-4,-2%,1%,4%,?
CCC(=O)Nc1ccc2nc(SCC(=O)N3CCCC3)sc2c1,12%[12.7 µM],-2%,-6%,12%,2,10%,-4%,1%,-14%
Cc1cc(C)c(C#N)c(N2CCN(S(=O)(=O)Cc3ccccc3)CC2)n1,·,0%,6%,29%,6,7%,3%,-8%,3%

Fetched one by one from the entries so far, 2 records:
Structure,G9a inh,Pin1 inhibitor,GLS inhibitor,HP1b chromo inh,PI4K2A block,Tb PGK inh,BAZ2B block,JMJD2A Tudor,POLH inh
O=C(C(Cc1ccccc1)n1cccc1)N1CCc2ccccc21 (stereo not given),-5%[59 µM],1%,0%,2%,1,i,-8%,-26%,-14%
COc1ccc(C(C(=O)NC2CCCCC2)N(C(=O)c2ccccn2)c2cccnc2)c(OC)c1 (stereo not given),10%[59 µM],2%,9%,-9%,2,i,7%,-12%,1%

Following part
Structure,G9a inh,Pin1 inhibitor,GLS inhibitor,HP1b chromo inh,PI4K2A block,Tb PGK inh,BAZ2B block,JMJD2A Tudor,POLH inh
COc1ccc(-n2nc(C(=O)NCC(=O)NCC3COc4ccccc4O3)c3ccccc3c2=O)c(OC)c1 (stereo not given),5%,3%,-2%,38%,6,-8%,-4%,-4%,-17%
COc1ccccc1NS(=O)(=O)c1ccc(C)c(C(=O)NCC(c2cccs2)N2CCOCC2)c1 (stereo not given),·,2%,26%,26%,-5,-3%,·,-11%,-5%
CCc1ccc(C(CC(=O)c2ccc(Cl)cc2)C(=O)O)cc1 (stereo not given),19%,6%,0%,45%[activator],7,-7%,-2%,-8%[57.1 µM],-1%
COc1ccc(C(=O)/C=C/NCc2ccc(F)cc2)cc1OC,50µM*,7%,3%,10%,0,1%,-12%,-17%,0%
c1ccc(Cc2nnc3sc(Nc4ccccc4)nn23)cc1,6%[59 µM],-2%,-3%,44%[activator],6,-8%,-8%,4%,-11%
COc1ccc(C(=O)NCCn2cc(SCC(=O)Nc3nnc(C)s3)c3ccccc32)cc1,·,-1%,9%,16%,5,-3%,·,-21%,-5%
CC(=O)N1CCC2(CC1)CC(=O)c1cc(OCC(=O)N3CCCC3)ccc1O2,5%[59 µM],-5%,3%,30%,0,-2%,0%,-4%,4%
COc1ccc(CC(=O)N/N=C(/C)CC(=O)N(C)c2ccccc2)cc1,44%,2%,-4%,6%,-1,-9%,-15%,-8%,-18%
CCn1cc(C(=O)N[C@H](C)c2ccccc2)c(=O)c2cc(F)c(N3CCN(C)CC3)cc21,21%[12.7 µM],6%,-10%,39%[activator],-3,4%,0%,-16%,-21%
CC1CCCN(S(=O)(=O)c2cc(C(=O)NCc3ccccc3Cl)n(C)c2)C1 (stereo not given),4%[59 µM],1%,9%,18%[57 µM],-3,-6%,-19%,-26%,-12%
CCCCCN=C(C)c1c(O)c2ccccc2oc1=O,-6%,6%,3%,40%,-4,-4%,42%[activator],-1%,-11%
Cc1cc(C)cc(NC(=O)CCc2nc3sc4c(c3c(=O)[nH]2)CCCC4)c1,-3%[59 µM],50%[activator],-9%,18%,6,-10%,-38%,-27%,20µM*
Cc1cc(Cl)ccc1OCC(=O)OCC(=O)Nc1ccc(F)c([N+](=O)[O-])c1,?,-1%,3%,-6%,0,-1%,-34%,-35%,-26%
O=C(c1ccc(CSc2nc3ccncc3n2Cc2ccccc2F)cc1)N1CCCCC1,-27%[59 µM],15%,2%,36%,-9,-1%,-9%,-15%,-12%

These rows are one share of the data; rates above refer to the full screens.
